Screening results (PubChem BioAssay)
SENP8 inh – SENP8 protease inhibitors, primary screen, biochemical, luminescence. AID 2540, 2010. purified SENP8, Z-RLRGG-aminoluciferin cleavage. inhibition, % at 10 µM. 1.2% of 330,000 active
EBI2 block – EBI2 receptor antagonists, beta-arrestin recruitment, primary screen, cell-based, luminescence, 7a,25-OHC stimulation, uHTS. inhibition, % at 5 µM. G-protein coupled receptor 183 (Homo sapiens), P32249. AID 651636, 2012. 0.81% of 360,000 active. 7a,25-OHC stimulated; in the data active = inhibition above about 38%;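 note: enzyme fragment complementation signal reports receptor beta-arrestin coupling in cells; 0% = agonist plus DMSO wells and 100% = wells without agonist; some results beyond the cut were filed as inactive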
Target sequence (P32249 whole entry, looked up, the tested form may be a part): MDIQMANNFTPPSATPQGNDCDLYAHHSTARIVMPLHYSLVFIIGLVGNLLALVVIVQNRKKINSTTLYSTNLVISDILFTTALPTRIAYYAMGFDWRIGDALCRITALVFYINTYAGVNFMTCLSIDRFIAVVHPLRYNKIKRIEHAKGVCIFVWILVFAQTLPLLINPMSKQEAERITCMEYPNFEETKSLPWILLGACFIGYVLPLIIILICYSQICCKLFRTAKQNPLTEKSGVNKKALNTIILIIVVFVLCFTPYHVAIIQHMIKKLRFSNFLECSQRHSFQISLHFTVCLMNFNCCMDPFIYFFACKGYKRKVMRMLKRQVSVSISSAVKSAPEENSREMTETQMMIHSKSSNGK
Jurkat NFkB inh – inhibitors of induced NF-kB luciferase reporter, primary screen, TCR NF-kB activation inhibitor project, cell-based, luminescence, uHTS; AID 435003, 2010; inhibition, % at 4 µM; 0.53% of 330,000 active; Jurkat, PMA/ionomycin-induced NF-kB luciferase reporter
697 NFkB inh – inhibitors of PMA/ionomycin-induced NF-kB reporter, 697 cells, primary screen, B-cell NF-kB inhibitor project, cell-based, luminescence, uHTS; 697 B-cell NF-kB luciferase reporter, 16 h; inhibition, % at 4 µM; 0.33% of 330,000 active; in the data active = inhibition above about 35%
UBC13 polyUb – UBC13 polyubiquitin chain formation inhibitors, primary screen, biochemical, TR-FRET, uHTS. Ubiquitin-conjugating enzyme E2 N (Homo sapiens), P61088. inhibition, % at 20 µM. 0.47% of 330,000 active. AID 485273, 2010; in the data active = inhibition above about 45%, passing the limit was not always enough
Target sequence (P61088 whole entry, looked up): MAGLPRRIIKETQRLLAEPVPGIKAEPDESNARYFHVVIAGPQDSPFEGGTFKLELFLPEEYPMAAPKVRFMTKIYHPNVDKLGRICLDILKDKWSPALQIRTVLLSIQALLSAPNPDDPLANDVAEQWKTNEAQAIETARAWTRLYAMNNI
CCR6 antagonist – CCR6 receptor antagonists, primary screen, cell-based, CHO-K1, luminescence, beta-arrestin, uHTS; CHO-K1 CCR6 PathHunter beta-arrestin, CCL20-stimulated; C-C chemokine receptor type 6 (Homo sapiens), P51684; 0.49% of 340,000 active; inhibition, % at 20 µM;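 active = compounds whose inhibition of the agonist-driven luminescence signal at 20 µM reaches about 50%, limit read from the data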;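 note: cells stimulated with CCL20 at 14 nM final; plate controls were DMSO with CCL20 for no effect and DMSO without agonist for full effect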
Target sequence (P51684 whole entry, looked up): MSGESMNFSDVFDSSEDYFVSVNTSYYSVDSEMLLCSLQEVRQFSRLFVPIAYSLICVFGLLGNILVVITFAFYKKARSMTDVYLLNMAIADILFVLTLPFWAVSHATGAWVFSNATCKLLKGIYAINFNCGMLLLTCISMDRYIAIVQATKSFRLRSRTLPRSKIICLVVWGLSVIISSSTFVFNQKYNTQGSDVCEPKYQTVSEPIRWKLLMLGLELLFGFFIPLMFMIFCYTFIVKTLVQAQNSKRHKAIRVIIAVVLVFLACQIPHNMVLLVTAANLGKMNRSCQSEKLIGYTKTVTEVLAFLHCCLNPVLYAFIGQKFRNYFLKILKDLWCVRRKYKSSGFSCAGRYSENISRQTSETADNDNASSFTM
Gli-Sufu block – Gli-Sufu pathway antagonists, primary screen, luciferase luminescence, Sufu-KO-LIGHT cells, uHTS; inhibition, % at 5 µM; Sufu-KO-LIGHT fibroblasts, Gli luciferase reporter luminescence; 0.74% of 340,000 active;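 active = inhibition above about 55%, limit read from the data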;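 note: 0% = DMSO-treated cells and 100% = wells with medium but no cells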
Apaf1 inhib – inhibitors of human Apaf-1 apoptosome, primary screen, biochemical, DEVD-Rh110 fluorescence, uHTS. Apoptotic protease-activating factor 1 (Homo sapiens), O14727. reconstituted apoptosome caspase-3 activity. AID 489030, 2010. inhibition, % at 20 µM. 0.71% of 330,000 active; active = inhibition of at least 40% at 20 µM;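 note: plate controls were DMSO wells for no effect and DEVD-CHO caspase inhibitor wells for full effect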
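Material: cell-free apoptosome with Apaf-1, procaspase-3 and caspase-9; Buffer or medium: Hepes pH 7.5 with detergent and BSA; Reagent: cytochrome c trigger plus (Z-DEVD)2-Rh110 caspase-3 substrate; Times: compound with Apaf-1, dATP, procaspase-3 30 min, then 50 min reaction, room temperature; Technique: Rh110 fluorescence intensity.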
* hit, by the source's call; . = no result given. Cut-off read from the data, not from the text of the source, unless noted: active = inhibition above about 50%; inactive = the rest. A portion of the library; count on the stated rates, not on these rows.

nr	structure	SENP8 inh	UBC13 polyUb	Gli-Sufu block	Jurkat NFkB inh
1	Cc1cc(C)cc(NC(=O)Nc2ccc3c(c2)CCC3)c1	-26	-3	-23	-34
2	CCOC(=O)COn1c(=O)c[n+]([O-])c2ccccc21	-13	-9	10	-3
3	CC(C)CN(C(=O)c1ccc(N2CCCC2=O)cc1)c1c(N)n(Cc2ccccc2)c(=O)[nH]c1=O	-12	-14	-1	-4
4	O=C(CSc1nc(=O)n2ccccc2n1)NC1CCCCC1	-10	-5	-17	-1
5	CCOC(=O)c1cc2c(ccn2C)n1CC(=O)Nc1ccc(F)cc1	1	11	-6	9
6	CCOc1ccc(C(C)=O)cc1CSc1nc(C)cc(C)n1	9	12	4	5
7	O=C(Nc1ccccc1N1CCOCC1)C1=NN(c2c(F)c(F)cc(F)c2F)C(=O)CC1	3	10	6	-16
8	O=C(CC1C=Cc2ccccc2N1C(=O)c1ccccc1)c1ccccc1 (stereo not drawn)	-4	-7	-1	-19
9	Cc1sc(NC(=O)c2cccs2)c(C(N)=O)c1C	-3	-2	-35	-45
10	CCOCCCNc1c(CC)c(C)c(C#N)c2nc3ccccc3n12	-9	13	17	19
11	Cc1cc(C)c(S(=O)(=O)NCC(=O)NCc2ccccn2)c(C)c1	-1	8	3	12
12	O=C(/C=C/c1cn(-c2ccccc2)nc1-c1ccc2c(c1)OCCO2)NCCO	-1	6	-10	-2
13	O/N=C1/C2C3CC4C5C3C1C5C1(OCCO1)C42 (stereo not drawn)	5	-5	-3	3
14	CC[C@]1(C(=O)OC)[C@H]2C(=O)N(C)C(=O)[C@H]2[C@H]2CN=C(SCC3CC3)N21	.	.	6	.
15	CC(C)N(CCC(=O)c1ccc2ccccc2c1)Cc1ccccc1	0	13	4	-2

nr	EBI2 block	Apaf1 inhib	697 NFkB inh	CCR6 antagonist
1	27	-7	-22	6
2	-4	3	-11	14
3	-1	7	7	8
4	-21	-2	18	9
5	1	0	11	1
6	0	1	-6	-3
7	-10	4	21	16
8	-10	23	-31	28
9	-10	-10	-38	17
10	-8	-1	-15	-4
11	-10	-3	17	1
12	-4	20	-1	-3
13	-9	-15	9	-9
14	-5	12	6	12
15	10	6	7	15

Next section.
nr	structure	SENP8 inh	UBC13 polyUb	Gli-Sufu block	Jurkat NFkB inh
16	CNCc1ccccc1OCc1ccccc1F	-5	-9	11	-9
17	CS(=O)(=O)Nc1ccc(C(=O)N2CCN(c3ccccc3F)CC2)cc1	-11	-2	-1	0
18	COc1ccc(C(=O)Nc2ccccc2C(N)=O)cc1	5	-8	-52	-87
19	Cc1ccc(NC(=O)c2ccc3c(SCC(=O)O)c4c(nc3c2)CCCC4)c(Br)c1	2	-16	-8	8
20	Cc1cc(C(=O)COC(=O)/C=C/c2cccc(F)c2)c(C)n1C	-4	3	-2	-9
21	CC(C)Nc1nc(-c2ccncc2)nc(-c2ccccc2)c1C#N	8	8	6	-2
22	C#CCN(CC=C)C(=O)c1ccc2nc(C3CCCCC3)oc2c1	-6	12	-10	-8
23	CCN1C(=O)[C@H]2[C@@H](c3ccc(C)cc3)N3C(=O)N(c4ccccc4)C(=O)[C@@]3(Cc3ccc(Cl)cc3)[C@H]2C1=O	-7	1	3	-8
24	Cc1nnc2sc(SCC(=O)Nc3nccs3)nn2c1=O	-7	11	7	3
25	CCOC(=O)C1=C(c2ccccc2)c2ccccc2N(S(=O)(=O)C(F)(F)F)C1C(=O)OCC (stereo not drawn)	.	.	-8	.
26	CCOc1ccc(NCc2nnc(SCC(=O)Nc3cc(C)on3)n2-c2ccccc2OC)cc1	-2	2	3	-4
27	Cc1cccc(N(C(=O)c2csnn2)C(C(=O)NCc2ccccc2)c2cccs2)c1 (stereo not drawn)	-8	-2	14	-4
28	CCOC(=O)C1CCN(S(=O)(=O)c2cc(Br)cc3c2N(C(=O)C2CC2)CC3)CC1	5	-1	4	-3
29	CCc1cc2c(=O)c(-c3nc4ccccc4n3C)c(C)oc2c(CN(CC)CC)c1O	-5	4	4	14
30	COc1ccc([C@@H]2[C@@H]3C(=O)N(C(C)(C)C)C(=O)[C@@H]3[C@]3(Cc4ccccc4)C(=O)N(c4cccc(Cl)c4)C(=O)N23)cc1	-9	-17	-2	11

nr	EBI2 block	Apaf1 inhib	697 NFkB inh	CCR6 antagonist
16	1	-3	-15	8
17	-11	-6	6	-19
18	-7	-1	-48	-4
19	5	20	-9	-3
20	7	11	-22	2
21	13	6	-3	17
22	11	0	-10	8
23	16	12	-14	0
24	-8	-18	-36	20
25	-5	20	7	21
26	-2	2	-3	16
27	2	6	0	6
28	-3	17	-3	14
29	1	-2	9	6
30	11	3	-7	5

Complete entries, looked up by structure. Values in the order: SENP8 inh, UBC13 polyUb, Gli-Sufu block, Jurkat NFkB inh, EBI2 block, Apaf1 inhib, 697 NFkB inh, CCR6 antagonist
CNCc1ccccc1OCc1ccccc1F is entered as -5, -9, 11, -9, 1, -3, -15, 8
Cc1cc(C(=O)COC(=O)/C=C/c2cccc(F)c2)c(C)n1C is entered as -4, 3, -2, -9, 7, 11, -22, 2
Cc1cccc(N(C(=O)c2csnn2)C(C(=O)NCc2ccccc2)c2cccs2)c1 (stereo not drawn) is entered as -8, -2, 14, -4, 2, 6, 0, 6
COc1ccc([C@@H]2[C@@H]3C(=O)N(C(C)(C)C)C(=O)[C@@H]3[C@]3(Cc4ccccc4)C(=O)N(c4cccc(Cl)c4)C(=O)N23)cc1 is entered as -9, -17, -2, 11, 11, 3, -7, 5
COc1ccc(C(=O)Nc2ccccc2C(N)=O)cc1 is entered as 5, -8, -52, -87, -7, -1, -48, -4

Other records:
nr	structure	SENP8 inh	UBC13 polyUb	Gli-Sufu block	Jurkat NFkB inh
31	Cc1nnc(SCCN2C(=O)c3ccccc3C2=O)nc1C	7	-2	1	11
32	O=C(CC1C[C@H](C(=O)N2CCCCC2)[C@@]2(CCc3ccccc3)c3[nH]c4ccccc4c3CCN2C1=O)NCc1ccco1 (stereo partly drawn)	7	4	4	-1
33	CCCCc1ccc(NS(=O)(=O)c2cccc(C(=O)N3CCCN(C)CC3)c2)cc1	-10	23	8	-9
34	Cc1ccc(C)c(N2CCN(S(=O)(=O)c3c(C(=O)N4CCCCC4)c(C)n(C)c3C)CC2)c1	3	-2	4	-3
35	COC(=O)c1c(NC(=O)CN2CCN(S(=O)(=O)c3ccccc3)CC2)sc2c1CCC(C)C2 (stereo not drawn)	3	-2	.	-10
36	O=C(CCN1C(=O)CSc2ccccc21)Nc1ccc(OC(F)(F)F)cc1	8	4	-3	-16
37	Cc1nnc(SCC(=O)Nc2ccc(Br)cn2)[nH]c1=O	-6	1	-6	2
38	CCn1c(SCC(=O)Nc2cc(OC)ccc2OC)nc2c(c1=O)SCC2	-3	-3	2	-2
39	Clc1cccc(CN2CCc3c([nH]c4ccccc34)C2)c1Cl	-11	1	-2	26
40	CCOC(=O)c1c(C)oc2c1c(C=NCCC(=O)O)c(O)c1ccccc12	66*	-92	2	-4
41	COc1ccc(CNC(=O)/C=C/c2ccc(S(=O)(=O)NCc3ccco3)cc2)cc1OC	-7	-4	11	1
42	Cc1cc(=O)oc2ccc(OCC(=O)NCc3ccco3)cc12	9	12	5	23
43	Cc1ccccc1-c1nc(CS(=O)CC(=O)NC2CC2)c(C)o1 (stereo not drawn)	-5	8	0	5
44	CCOC(=O)Cn1nc(C)c(NC(=O)COc2cccc(Cl)c2)c1C	-2	17	1	11
45	Cc1cc(C)n(-c2ncc3c(n2)N(C)CCOC3=O)n1	0	-3	0	11

nr	EBI2 block	Apaf1 inhib	697 NFkB inh	CCR6 antagonist
31	-8	-11	13	-5
32	16	16	-1	6
33	-4	28	0	17
34	-4	4	8	12
35	.	14	-13	.
36	-3	11	2	0
37	-2	-3	20	-10
38	1	6	-23	1
39	16	19	6	1
40	-4	81*	11	8
41	0	4	-35	12
42	-4	-16	15	8
43	8	-4	13	-7
44	2	-8	17	1
45	-3	-7	7	9

The list goes on, overlapping the part above by two compounds.
nr	structure	SENP8 inh	UBC13 polyUb	Gli-Sufu block	Jurkat NFkB inh
44	CCOC(=O)Cn1nc(C)c(NC(=O)COc2cccc(Cl)c2)c1C	-2	17	1	11
45	Cc1cc(C)n(-c2ncc3c(n2)N(C)CCOC3=O)n1	0	-3	0	11
46	Clc1ccccc1N=C1NN=C(c2cccs2)CS1	77*	-10	-99	-137
47	O=C(NC1CCCC1)c1nc2c(nnn2Cc2cccc(Cl)c2)c(=O)[nH]1	2	4	-9	5
48	O=C(c1cccs1)c1coc2ccc(O)c(CN3CCOCC3)c12	-8	1	4	-1
49	CC1(C)NC(=O)N(CC(=O)NNC(=O)c2ccccc2F)C1=O	0	4	-5	-13
50	O=S(=O)(c1ccc(Oc2ccc(F)c(Cl)c2)nc1)N1CCOCC1	4	-3	-9	18

nr	EBI2 block	Apaf1 inhib	697 NFkB inh	CCR6 antagonist
44	2	-8	17	1
45	-3	-7	7	9
46	1	1	-105	7
47	-1	-2	-3	-13
48	7	-4	-16	24
49	-1	-4	-1	10
50	6	-31	20	7
